# M1 ag parental: counter-screen for M1 agonists: effect in parental CHO-K1 cells. Fluo-8 calcium fluorescence; scaled to maximal ATP response, vehicle zero. activation, % at 3 µM. 0.48% of 360,000 active. AID 602248, 2012; in the data active = activation above about 15%;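 also: untransfected CHO-K1 host cells lacking M1 receptor as counterscreen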
# TAAR1 agonist: human TAAR1 agonists, primary screen, Fluo-8 calcium fluorescence, CHO RD-HGA16 cells. AID 624467, 2012. 0.99% of 360,000 active. activation, % at 3 µM. vehicle wells 0%, saturating PEA agonist 100%;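 active = activation above the mean activation of all test compounds in the run plus 3 SD, cut at about 38% in these data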
#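 Test system: RD-HGA16 (CHO) cells co-expressing Gα16 and hTAAR1 | Doses: Single dose, 3 µM | Schedule: 17-24 h seeding, 75 min 37 °C dye, 30 min RT | Evaluation: % activation from peak over basal fluorescence ratio, DMSO-to-PEA scaled | Technique: Kinetic Fluo-8 calcium fluorescence | Benchmarks: Low control DMSO, high control PEA (EC100)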
# OXTR potentiate: human OXTR potentiators, primary screen, fluorescence, CHO-OTR cells, Fluo-8 calcium; Oxytocin receptor (Homo sapiens), P30559; activation, % at 3 µM; 0.061% of 320,000 active; Fluo-8 calcium fluorescence, potentiator mode; 0% = oxytocin EC15, 100% = EC100;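 active = activation above that plate's cutoff, the mean activation of tested compounds plus 3 SD, cut at about 6.6% in these data, passing the limit was not always enough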;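 also: 100% uses oxytocin at 75 nM as the full agonist control; some results filed as inactive read as strong as hits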
# Target sequence (P30559 whole entry, looked up): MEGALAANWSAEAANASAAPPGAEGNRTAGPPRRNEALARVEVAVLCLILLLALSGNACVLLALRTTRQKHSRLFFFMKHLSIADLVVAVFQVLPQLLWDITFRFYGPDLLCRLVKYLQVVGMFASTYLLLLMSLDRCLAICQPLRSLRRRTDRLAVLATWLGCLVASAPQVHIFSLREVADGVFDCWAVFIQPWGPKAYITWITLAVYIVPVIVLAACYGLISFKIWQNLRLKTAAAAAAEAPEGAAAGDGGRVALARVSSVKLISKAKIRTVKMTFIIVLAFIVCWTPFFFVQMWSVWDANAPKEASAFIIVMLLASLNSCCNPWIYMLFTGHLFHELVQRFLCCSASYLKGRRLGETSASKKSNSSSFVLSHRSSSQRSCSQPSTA
#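 Assay system: CHO cell line stably expressing human OTR | Also added: Oxytocin at about EC15, sub-maximal agonist stimulus | Times: Compound 6 min at room temperature before oxytocin, 100 s read | Measured by: Fluo-8 intracellular calcium fluorescence, ex 470-495, em 515-575 nm | Controls: EC15 oxytocin alone as 0%, 75 nM oxytocin as 100%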
# TAAR1 antagonist: human TAAR1 antagonists, primary screen, Fluo-8 calcium fluorescence, CHO RD-HGA16 cells; antagonist; Trace amine-associated receptor 1 (Homo sapiens), Q96RJ0; inhibition, % at 3 µM; 1.5% of 360,000 active;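 active = inhibition above a per-plate cutoff, the mean inhibition of test compounds on that plate plus 3 SD, cut at about 49% in these data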;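 also: 0% = DMSO plus EC80 beta-PEA response and 100% = DMSO alone without agonist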
#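 Assay system: RD-HGA16 CHO cells with stable hTAAR1 and Gα16 / Reagent: EC80 β-phenethylamine stimulus / Doses: 3 µM, single point / Timing: dye loading 75 min at 37 °C, then 30 min room temperature / Measured by: Fluo-8 intracellular calcium dye fluorescence, real-time kinetic reads / Controls: vehicle wells and EC80 agonist wells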
# CHO-K1 Ca antag: M1 antagonist counterscreen hit in parental CHO-K1 cells | 0.6% of 360,000 active | ATP-induced calcium, Fluo-8 fluorescence | inhibition, % at 3 µM | AID 602250;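 active = inhibition above a per-plate cutoff, the plate's mean sample inhibition plus 3 SD, cut at about 24% in these data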;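 also: 0% = DMSO plus EC80 ATP and 100% = DMSO alone without ATP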
# CHRM1 agonist: human M1 muscarinic receptor agonists, primary screen, Fluo-8 calcium fluorescence, CHO-K1 cells, HTS | 0.33% of 360,000 active | activation, % at 3 µM | CHO-K1 hM1, agonist mode; 0% DMSO, 100% acetylcholine EC100 | Muscarinic acetylcholine receptor M1 (Homo sapiens), P11229 | AID 588814, 2011;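 active = activation above the run's mean compound activation plus 3 SD, cut at about 16% in these data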;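 also: peak over basal fluorescence ratio within a 140 s kinetic read after compound addition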
# Target sequence (P11229 whole entry, looked up): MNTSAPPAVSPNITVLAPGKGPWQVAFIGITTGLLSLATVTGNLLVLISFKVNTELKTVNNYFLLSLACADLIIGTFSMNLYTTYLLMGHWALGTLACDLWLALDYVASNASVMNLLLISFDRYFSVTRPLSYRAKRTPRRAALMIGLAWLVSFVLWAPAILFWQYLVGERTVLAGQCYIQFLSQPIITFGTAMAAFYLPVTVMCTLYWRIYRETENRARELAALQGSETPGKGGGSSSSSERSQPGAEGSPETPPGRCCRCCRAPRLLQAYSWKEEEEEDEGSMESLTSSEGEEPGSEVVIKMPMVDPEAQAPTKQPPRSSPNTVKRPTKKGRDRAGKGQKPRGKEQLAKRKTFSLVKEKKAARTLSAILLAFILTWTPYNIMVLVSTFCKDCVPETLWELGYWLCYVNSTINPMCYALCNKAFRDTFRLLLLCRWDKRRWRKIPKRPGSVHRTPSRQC
# V1R ag counter: agonists of human V1a receptor, primary screen, counter-screen for OXTR agonist project, fluorescence, CHO-V1R cells; Fluo-8 calcium fluorescence, agonist mode; 0% DMSO, 100% 3 nM vasopressin; Vasopressin V1a receptor (Homo sapiens), P37288; activation, % at 3 µM; AID 2797, 2010; 0.25% of 320,000 active;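 active = activation above the mean activation of all tested compounds plus 3 SD, per screening run, cut at about 20% in these data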;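 also: signal is peak over basal fluorescence ratio across a 100 second FLIPR read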
# CHO parental Ca: ATP-evoked calcium signal inhibitors, parental CHO, primary screen, counter-screen for OX1R antagonist project, cell-based, fluorescence, Fluo-8 calcium dye; parental CHO-K1, ATP-induced calcium, Fluo-8 fluorescence; inhibition, % at 5.6 µM; 0.63% of 330,000 active; AID 463079, 2010;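 active = inhibition above that plate's mean sample inhibition plus 3 SD, cut at about 26% in these data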;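 also: 0% = ATP-challenged DMSO wells and 100% = DMSO wells without ATP; some compounds past the cut are filed as inactive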
#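 test system = CHO parental line | reagent = ATP stimulus | measured by = intracellular calcium via Fluo-8 no-wash fluorescent dye | control set = ATP and no-ATP DMSO wells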
# CHO-K1 Ca PAM: nonselective calcium activators in parental CHO-K1 cells, primary screen, counter-screen for M1 PAM project, cell-based, Fluo-8 calcium fluorescence, full deck, 1536-well; ATP EC20; 0% at ATP EC20, 100% at ATP max; activation, % at 3 µM; 0.02% of 360,000 active; AID 602247, 2012;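 active = activation above the run cutoff, the mean activation of all test compounds plus 3 SD, cut at about 40% in these data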;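 also: peak over basal fluorescence ratio in a 140 s read after ATP addition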
# Active calls of the source: *; nt = no result given.
smiles,M1 ag parental,TAAR1 agonist,OXTR potentiate,TAAR1 antagonist,CHO-K1 Ca antag,CHRM1 agonist,V1R ag counter,CHO parental Ca,CHO-K1 Ca PAM
CC(NC(=O)Cn1cc(Br)c([N+](=O)[O-])n1)c1ccccc1 (stereo unspecified),0.0,8,-4,-31,-6,-2,-0.4,-10,15
Oc1ccc(Cc2ncc(C(F)(F)F)cc2Cl)cc1,0.4,0,-3,2,9,-3,0.3,-5,4
CCOC(=O)C1=C(COC(=O)Cc2ccc(OC)c(OC)c2)NC(=O)NC1C (stereo unspecified),5.4,10,-4,32,-20,-1,2.2,-19,6
CN(C(=O)COC(=O)COc1ccc2c(c1)CCC2)c1c(N)n(Cc2ccccc2)c(=O)[nH]c1=O,-0.1,1,-19,-1,5,-1,-1.5,-10,-6
CCN(CC)C(=O)OCc1c(-c2ccccc2)ncc2ccccc12,-0.4,20,1,17,-13,0,-1.4,-12,4
O=c1cc2ncc(-c3[nH]ncc3[N+](=O)[O-])cn2[nH]1,0.3,0,-4,4,-11,-3,0.6,-2,15
CN(C)C(CNC(=O)C1CCN(S(=O)(=O)c2ccccc2)CC1)c1ccccc1 (stereo unspecified),0.2,2,-1,-27,-4,-6,0.7,-19,2
Cc1ccc(O)c(C2=NNC(c3ccc(Cl)cc3)C2)c1 (stereo unspecified),2.8,7,-10,-33,10,23*,-0.8,-19,12
O=C(COc1ccccc1[N+](=O)[O-])NCC1(N2CCCCC2)CCCCC1,0.2,0,-1,13,9,-8,0.6,-14,-21
Nc1ncnc2nc(SCCOc3ccc(Cl)cc3)[nH]c12,1.3,8,-1,8,-7,-7,0.6,-18,12
COc1ccc(-n2nc(C(=O)NCC(=O)NC(C)C)c3ccccc3c2=O)c(OC)c1,0.4,1,-8,-3,-11,-3,0.1,-8,-1
CCOC(=O)CSc1nc(-c2ccccc2)nc2ccc(F)cc12,-0.2,4,4,-22,13,-2,-0.1,-13,5
Cc1ccc(C)c(C(=O)CCC(=O)OCn2nnc3ccccc3c2=O)c1,-0.4,0,-9,-4,14,0,0.6,-21,-20
FC(F)(F)c1ccc2c(c1)[nH]c(=S)n2C1CC1,2.9,5,-21,-15,-14,-2,1.7,5,7
Cc1ccsc1C(C(=O)NC1CCCCC1)N(C(=O)Cc1cccs1)C1CC1 (stereo unspecified),2.8,4,-4,-11,-8,-5,6.1,-10,10
CCC/C(=C1/c2ccccc2C(=O)N1c1ccccc1)c1ccc2c(c1)OCCO2,0.8,6,-6,1,-24,-9,0.8,-16,15
Cc1nc2c(sc3nc(N4CCOCC4)c4c(c32)CC(C)(C)OC4)c(-c2ccccc2)c1C(=O)O,0.4,8,-2,-23,-18,1,-0.3,-7,22
CCOc1ccc2nc(/N=C/c3nc(-c4ccccc4)oc3O)sc2c1,2.0,1,-4,-10,-4,-3,0.2,-2,27
Cc1ccccc1NC(=O)c1cc(-c2ccco2)nc2ccccc12,1.0,7,nt,60*,10,2,nt,nt,-24
CC(C)CN(C(=O)COC(=O)CCc1c[nH]c2ccccc12)c1c(N)n(Cc2ccccc2)c(=O)[nH]c1=O,0.8,1,-15,-29,-4,1,-0.1,-14,-12
CN(Cc1nc2ccccc2n1C)c1ccccc1,-0.8,9,-6,-23,11,-5,-0.3,-10,-25
CC12CCC(=O)C=C1CCC1C2CCC2(C)C(c3csc(N)n3)CCC12 (stereo unspecified),7.3,23,nt,51*,5,1,nt,nt,0
COc1ccc(/C=N/NC(=O)CN(C2=NS(=O)(=O)c3ccccc32)c2ccccc2)cc1,0.5,1,-3,-22,-7,-4,1.0,-17,1
CC(=O)N1CCN(c2ccc(NCc3cccc(C)c3)cc2)CC1,0.2,12,2,7,-5,-6,1.4,-22,7
O=C(NCCO)C(=O)Nc1cc2c3c(c1)CC(=O)N3CCC2,0.5,2,-4,-12,3,2,1.2,-5,-19
Cc1cccc(N(Cc2cc3cc(C)ccc3[nH]c2=O)C(=O)c2cccs2)c1,0.6,1,-4,-42,-8,0,-0.2,-27,-19
Cc1cccc(Nc2nc(-c3ccc(O)c(O)c3)cs2)n1,0.0,6,-10,-18,0,-1,-1.2,11,10
COC(=O)c1sc(SC)c(-c2ccon2)c1C,0.4,11,5,-18,-1,-8,-1.7,-12,1
CN(C(=O)c1cccc(NC(=O)c2ccccc2)c1)C1CCCCC1,2.3,-1,-4,-7,2,-3,1.7,-9,-2
CCc1ccc(NC(=O)C(=O)c2ccccc2NC(C)=O)cc1,-0.3,-1,-4,5,1,4,-0.3,-4,-4

# Single values from the list.
# COc1ccc(-n2nc(C(=O)NCC(=O)NC(C)C)c3ccccc3c2=O)c(OC)c1 – OXTR potentiate = -8
# CCc1ccc(NC(=O)C(=O)c2ccccc2NC(C)=O)cc1 – CHRM1 agonist = 4

# The list continues:
smiles,M1 ag parental,TAAR1 agonist,OXTR potentiate,TAAR1 antagonist,CHO-K1 Ca antag,CHRM1 agonist,V1R ag counter,CHO parental Ca,CHO-K1 Ca PAM
CN1CCN(c2ccc(NC(=S)NC(=O)c3cccc4ccccc34)cc2)CC1,3.6,24,-10,-12,-12,-3,1.4,-18,7
CCC1CCCCN1C(=O)c1ccc2c(c1)C(=O)N(c1ccc(C)cc1)C2=O (stereo unspecified),0.5,-1,-1,-8,-10,-3,0.9,-10,2
CC(C)COC(=O)NC1c2ccccc2Oc2ccccc21,0.0,-2,-5,-47,-13,-4,-0.3,23,-4
COc1ccc(Cc2c(-c3ccccc3)nc3ccc(Cl)cn23)c(C)c1,0.1,0,nt,13,-12,-6,nt,nt,0
COCCNC(=O)c1ccccc1NC(=O)CSc1ccc(C)cc1,0.9,0,-8,20,-12,1,-0.6,0,6
O=S(=O)(c1ccccc1)N1CCC(=NO)CC1,11,2,-8,13,2,-9,0.4,1,19
COc1ccccc1-c1sc2ccccc2c1-c1ccc2c(c1)OCO2,0.1,16,-13,-7,0,-3,-0.7,-16,7
O=S(=O)(c1cnc(Cl)c(Cl)c1)N1CCCc2ccccc21,-0.4,3,-1,10,-10,-11,-1.1,-9,6
COc1ccc(-c2cc(C(=O)NCCN3CCOCC3)c3ccccc3n2)cc1OC,1.9,2,-10,11,-6,-1,0.2,-18,6
CCOC(=O)CNC(=O)CSc1nnc(-c2cccc(OC)c2)n1CC,0.0,1,-7,-12,0,-3,-0.1,2,10
Cn1cnnc1SCc1ccc(F)c2ccccc12,6.2,3,-2,-10,0,-7,0.0,-4,16
COc1ccc(C(C)NC(=O)C2CCN(CCCc3ccccc3)CC2)cc1OC (stereo unspecified),1.9,2,nt,-32,-1,-8,nt,nt,15
Cn1c(=O)cc(SCC(=O)NCc2cccnc2)c2ccccc21,0.1,20,-4,-15,-1,-4,1.4,-3,-3
N#Cc1c(NC(=O)CCCN2C(=O)c3ccccc3C2=O)oc(-c2ccccc2)c1-c1ccccc1,0.1,3,-4,3,3,5,-0.8,-14,3
CCN(CC)S(=O)(=O)c1ccc(C)c(NC(=O)CSc2nc3ccccc3[nH]2)c1,2.3,3,-4,2,-4,-6,1.3,-14,4
O=C(COC(=O)c1ccccc1O)NC(=O)c1ccc(OC(F)F)cc1,0.3,12,-3,0,-4,-3,0.1,-14,8
Cc1ccc(OCCC(=O)OCc2csc(CC(=O)Nc3ccccc3C)n2)cc1,0.8,-1,0,-13,7,-2,3.8,-28,1
O=C(CCCN1C(=O)c2ccccc2C1=O)NCCCn1ccnc1,1.5,10,-7,4,-12,-6,0.9,-15,21
Cc1ccc(OCC(=O)Nc2cccc(-c3nnc(-c4ccccc4)o3)c2)c(C)c1,1.9,15,-3,66*,4,-2,0.3,-16,6
CC1=C(C(=O)N(C)C)CC(CC(=O)NCC2CCCCC2)C(=O)N1Cc1ccc(F)cc1 (stereo unspecified),-0.2,0,nt,-1,7,-8,nt,nt,11
COc1cc2[nH]c(=S)n(Cc3ccco3)c(=O)c2cc1OC,2.5,19,-1,2,-16,-6,2.5,-4,8
COc1cccc(C(=O)Nc2ccc(-n3nncc3C(C)(C)C)cc2)c1,10,3,-25,-5,-6,-4,4.7,-11,8
Cc1ccc(Sc2ncccc2COC(=O)Nc2ccccc2)cc1,1.4,12,-15,13,-3,-2,1.2,-18,13
COc1ccc(C(=O)NCc2nnc(SCC(=O)NCc3ccc(F)cc3)o2)cc1,0.4,6,-4,9,-13,-2,1.1,-13,16
O=C(O)CN(c1ccccn1)S(=O)(=O)c1ccccc1,-0.4,17,-2,-12,-2,-2,1.1,3,5
O=C(CCCCCn1c(=O)[nH]c2ccsc2c1=O)NCc1ccc2c(c1)OCO2,1.4,8,-10,5,-3,-2,-0.8,-18,11
CCc1cccc(C)c1NC(=O)CCOc1ccccc1,0.9,1,4,4,-13,-5,-0.4,-13,9
Cc1ccccc1N=C(c1ccccc1)C1C(=O)c2ccccc2C1=O,0.2,1,nt,38,-8,-3,nt,nt,14
COc1cc(S(=O)(=O)N2CCN=C2c2ccccc2)ccc1F,-0.1,9,-3,6,-10,-4,0.8,-11,13
CCCC(=O)Nc1cccc2c1CCCC2,0.0,2,-14,-7,-1,-5,0.5,-7,13
CCc1nc(SCC(=O)Nc2nnc(CC)s2)c2c(=O)n(C)c(=O)n(C)c2n1,0.2,1,-1,-4,-8,-3,-0.1,-14,11
CCCCC(C(=O)NC1CCCC1)N(Cc1ccco1)C(=O)Cn1nnc(-c2ccc(F)cc2)n1 (stereo unspecified),-0.1,14,-17,44,-2,-5,1.9,-12,0
O=C(CN1CCN(c2ccc([N+](=O)[O-])cc2Cl)CC1)N1CCOCC1,0.5,1,-9,-12,12,-2,1.6,-20,-22

# Assay outcomes as filed in PubChem.
